TWEAK Fn14 block = blocks TWEAK-Fn14 interaction in a reporter cell assay | 360,000 compounds, 2% hits | inhibition, % at 10 µM | AID 1159606 | TWEAK-stimulated Fn14 reporter cells, luciferase luminescence, 8 h; in the data active = inhibition above about 50%
COUP-TFII inh = blocks human COUP-TFII nuclear receptor | 370,000 compounds, 0.7% hits | P24468 | inhibition, % at 8.6 µM | HEK293T NGFI-A luciferase reporter, luminescence | AID 686940;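 active = inhibition above a per-plate cutoff, mean inhibition of test wells between control levels plus 3 SD, cut at about 38% in these data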;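 note: cells cotransfected with COUP-TFII expression vector driving the NGFI-A reporter; 0% = median of COUP-TF2 test wells and 100% = reporter-only cells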
ABHD5-PLIN5 inh = blocks binding of human ABHD5 to perilipin-5; Q00G26+Q8WTS1; Split G. princeps luciferase complementation, luminescence, 4 h; inhibition, % at 4 µM; 360,000 compounds, 0.78% hits; AID 602281;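 active = inhibition above the mean inhibition across every tested compound plus 3 SD, cut at about 22% in these data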;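 note: 0% = DMSO only wells and the 100% control is not disclosed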
NCOA1 inh = inhibits human SRC1 coactivator; Q15788; HEK293 GAL4-SRC1 luciferase reporter, luminescence; inhibition, % at 3.6 µM; 360,000 compounds, 0.12% hits;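 active = inhibition above the campaign mean plus 3 SD, with each screening campaign given its own cutoff, cut at about 60% in these data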;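 note: 0% = DMSO treated cells and 100% = gossypol at 36 µM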
TROY signal inh = TROY signaling inhibition; Q293 LMP1-TROYcd NF-kB luciferase reporter, 4 h; inhibition, % at 10 µM; 360,000 compounds, 0.98% hits;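 active = compounds whose plate-normalised and pattern-corrected inhibition of the luciferase reporter signal at the single screening dose is 50% or more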
Exocytosis inh = lytic granule exocytosis inhibition. TALL-104 LAMP-1 surface exposure, flow cytometry; cells stimulated with thapsigargin and PMA. inhibition, % at 10 µM. 360,000 compounds, 0.66% hits. AID 651702;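 active = inhibition above about 55%, limit read from the data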
SRC3 inh = inhibitors of human steroid receptor coactivator 3 (SRC3) | Q9Y6Q9 | 360,000 compounds, 0.17% hits | inhibition, % at 3.6 µM | AID 588352 | HEK293 GAL4-SRC3 luciferase reporter, luminescence;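 active = inhibition above a per-campaign cutoff, the mean of all compounds plus 3 SD, cut at about 60% in these data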;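 note: 0% = DMSO-treated cells and 100% = gossypol-treated cells at 36 µM; higher means less SRC3-driven luciferase light from the GAL4 reporter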
Target sequence (Q9Y6Q9 whole entry, looked up, the tested form may be a part): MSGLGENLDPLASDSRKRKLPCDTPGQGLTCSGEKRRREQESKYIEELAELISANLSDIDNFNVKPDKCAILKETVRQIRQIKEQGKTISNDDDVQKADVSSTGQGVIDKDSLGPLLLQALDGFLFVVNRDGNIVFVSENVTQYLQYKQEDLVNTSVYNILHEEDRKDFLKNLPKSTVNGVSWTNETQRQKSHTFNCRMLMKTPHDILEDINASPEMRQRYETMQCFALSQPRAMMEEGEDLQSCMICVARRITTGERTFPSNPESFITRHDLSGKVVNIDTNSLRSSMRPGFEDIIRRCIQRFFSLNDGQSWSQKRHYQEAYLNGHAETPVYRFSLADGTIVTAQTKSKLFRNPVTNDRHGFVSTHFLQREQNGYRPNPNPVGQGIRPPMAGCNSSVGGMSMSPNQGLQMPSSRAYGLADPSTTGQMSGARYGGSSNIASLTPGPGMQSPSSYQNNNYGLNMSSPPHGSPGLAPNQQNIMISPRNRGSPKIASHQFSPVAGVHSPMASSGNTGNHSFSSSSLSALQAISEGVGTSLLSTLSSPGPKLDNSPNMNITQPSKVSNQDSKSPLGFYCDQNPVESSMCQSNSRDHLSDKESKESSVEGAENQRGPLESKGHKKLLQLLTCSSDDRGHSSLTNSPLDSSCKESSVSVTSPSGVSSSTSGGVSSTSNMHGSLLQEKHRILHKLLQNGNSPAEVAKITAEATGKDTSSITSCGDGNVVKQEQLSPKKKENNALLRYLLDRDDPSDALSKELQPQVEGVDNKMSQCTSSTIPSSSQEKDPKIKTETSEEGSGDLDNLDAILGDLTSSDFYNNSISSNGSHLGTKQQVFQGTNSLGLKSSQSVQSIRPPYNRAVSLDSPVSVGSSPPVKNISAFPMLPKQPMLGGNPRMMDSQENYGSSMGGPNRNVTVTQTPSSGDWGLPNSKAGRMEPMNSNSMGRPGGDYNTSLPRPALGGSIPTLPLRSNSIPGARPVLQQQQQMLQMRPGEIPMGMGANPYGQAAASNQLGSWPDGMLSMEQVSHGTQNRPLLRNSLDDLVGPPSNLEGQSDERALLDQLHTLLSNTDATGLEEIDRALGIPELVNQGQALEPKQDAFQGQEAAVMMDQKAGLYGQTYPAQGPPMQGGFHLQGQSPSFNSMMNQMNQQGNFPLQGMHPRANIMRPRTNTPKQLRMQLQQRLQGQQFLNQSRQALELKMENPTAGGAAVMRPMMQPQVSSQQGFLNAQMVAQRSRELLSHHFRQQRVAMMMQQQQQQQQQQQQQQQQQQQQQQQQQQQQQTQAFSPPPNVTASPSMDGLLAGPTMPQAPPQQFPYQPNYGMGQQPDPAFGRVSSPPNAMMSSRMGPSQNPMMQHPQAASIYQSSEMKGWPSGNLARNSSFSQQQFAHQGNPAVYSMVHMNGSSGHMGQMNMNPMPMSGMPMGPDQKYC
NOD2 RIPK2 PPI = inhibitors of human NOD2-RIPK2 interaction. O43353. CHO BLA complementation NOD2-RIPK2, CCF4 ratio. inhibition, % at 4.98 µM. 360,000 compounds, 0.38% hits. AID 624267; in the data active = inhibition above about 21%;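 note: 0% = vehicle only and 100% = reference blocker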
LRH-1 inv ag = suppresses constitutive activity of human LRH-1; 360,000 compounds, 0.13% hits; HEK293T StAR-luciferase reporter, LRH-1 transfected, 24 h; inhibition, % at 3.6 µM; AID 602396;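 active = inhibition above the mean inhibition of all tested compounds plus 3 SD, cut at about 73% in these data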;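 note: 0% = DMSO wells and 100% = reporter-only cells lacking LRH-1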
SRC2 inh = inhibits human steroid receptor coactivator 2. AID 651957. inhibition, % at 9 µM. 370,000 compounds, 0.17% hits. Q15596. HEK293 GAL4-SRC2 luciferase reporter, luminescence;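 active = inhibition above the mean inhibition of all tested compounds plus 3 SD, set per campaign, cut at about 52% in these data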;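 note: 0% = DMSO treated cells and 100% = cells given Gossypol at 36 µM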
TLR9-MyD88 block = inhibitors of human TLR9-MyD88 binding | Q9NR96+Q99836 | CHO BLA complementation TLR9-MyD88, CCF4 FRET ratio | inhibition, % at 4.98 µM | 340,000 compounds, 0.21% hits | AID 504734;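 active = inhibition above the mean over all tested compounds plus 3 SD, cut at about 21% in these data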;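 note: 0% = DMSO only wells and 100% = clavulanate BLA inhibitor control wells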
* marks the source's active call; other numbers are inactive results; / = no result given; & = joins results of further samples. Only part of the results is shown; count on the stated rates, not on these rows.

SMILES	TWEAK Fn14 block	COUP-TFII inh	ABHD5-PLIN5 inh	NCOA1 inh	TROY signal inh	Exocytosis inh	SRC3 inh	NOD2 RIPK2 PPI	LRH-1 inv ag	SRC2 inh	TLR9-MyD88 block
c1ccc2c(CN3CCCCCC3)c[nH]c2c1	0	-2	4	-4	14	2	-1	3	17	21	8
C/C(=N\Nc1ccccc1)c1c(O)n(-c2ccccc2)c(=O)[nH]c1=O	-22	3	16	9	-33	2	28	12	8	2	0
O=[N+]([O-])c1ccc(Cl)c(Cl)c1Cl	-10	16	9	-20	7	-6	12	-8	21	3	-2
CN(C)CC(C(=O)Cc1ccccc1)c1ccccc1 (stereo not drawn)	44	23	37*	2	-33	4	26	57*	9	47	-19
COc1ccc(-c2nn(CCC#N)cc2C(=O)NCc2ccccc2)cc1	5	-6	-1	-27	4	0	6	-8	-4	17	1
COc1cccc(CN2CCCC(C(=O)c3ccccc3SC)C2)c1O (stereo not drawn)	-7	8	4	-38	-18	-2	9	-1	15	3	-7
CCC(=O)c1cc(F)c(N2CCN(CC)CC2)cc1C	-1	-13	5	-6	-13	-2	21	-3	20	-2	-11
FC(F)(F)C1=NC(C(F)(F)F)=NP(N2CCOCC2)(N2CCOCC2)=N1	-12	10	3	3	-1	-1	11	-2	17	-38	-9
Cc1nc2ccccc2c(=O)n1/N=C/c1cc(Br)cc(Br)c1O	13	-3	5	13	-7	2	4	3	0	-37	11
CCOC(=O)[C@]12Cc3cc(Cl)ccc3[C@H]1N(CC(=O)OC)C(=O)c1ccccc12	80*	/	38*	/	29	8	/	19	57	/	/
CCOc1ccc(CN2CCN(C(=O)Cc3ccccc3)CC2)cc1	-7	4	-7	11	4	-3	-12	1	7	7	-5
CSc1ncc(Cl)c(C(=O)O)n1 (tested in a mixture with another compound)	-2	-12	1	1	-13	2	17	-1	1	24	0
C[C@]12CC[C@H](O)CC1=C([N+](=O)[O-])CC1C2CC[C@@]2(C)C1CC[C@@H]2O (stereo partly drawn)	1	10	-2	-7	7	5	-34	-8	22	-7	-4
Cc1cccc(N2C(=O)NC(=O)/C(=C/c3ccc(N4CCOCC4)cc3)C2=O)c1	-9	-11	22*	2	1	1	20	-4	8	9	6
Cc1ccc(C(C)C)c(OCC#CCN2CCCC2)c1	-15	2	3	1	7	0	10	8	12	23	13
COc1ccc(CN2C(=O)C(CC(=O)NCc3ccco3)CC(C(=O)N(C)C)=C2C)cc1 (stereo not drawn)	9	20	0	1	5	5	-12	9	0	1	3
Cc1nc2ccccc2c(=O)n1-c1ccccc1C(F)(F)F	1	14	10	-5	-30	2	23	-19	22	26	6
COc1ccc(CCNCc2ccc(F)cc2)cc1OC	-18	13	-1	14	-10	2	1	-3	1	-1	9
CC(C)C[C@H]1C(=O)N2CCC[C@H]2[C@]2(O)O[C@](NC(=O)[C@@H]3C=C4c5cccc6[nH]cc(c56)C[C@H]4N(C)C3)(C(C)C)C(=O)N12	-35	/	6	2	4	0	10	0	28	/	-15
C[N+](C)(C)c1ccccc1	-14	-28	-8	-15	9	3	-1	-5	-17	-20	3
CCC(=NCCCN(C)C)c1c(O)n(-c2ccc(OC)cc2)c(=O)[nH]c1=O	-2	-4	1	14	7	0	6	2	9	9	-7
CCOC(=O)C1SC2(C(F)(F)F)CC1(O)c1c(C)cc(C)nc1O2 (stereo not drawn)	1	23	-7	1	6	-1	5	-6	-25	23	-16
COc1cccc(N2CCN(Cc3ccc(Cl)cc3)CC2)c1	1	/	-8	-11	7	-3	8	5	13	/	-6
CCC(C)n1c(O)c(/C=N/Nc2ccccc2)c(=O)[nH]c1=S (stereo not drawn)	-8	8	0	-21	-18	-3	-3	-8	-13	-3	-6
Cn1cccc1/C=C1\C(=O)NC(=O)N(Cc2ccccc2)C1=O	6	-7	5	-44	27	-2	-118	-1	-15	-35	3
N[C@@H](Cc1ccccc1)C(=O)N1C[C@H]2C[C@@H](C1)c1cccc(=O)n1C2	-4	-6	4	2	-2	0	0	1	23	-3	15
O=C(NCCCn1ccnc1)C(Cl)(Cl)Cl	-21	6	4	9	-1	1	-4	-11	5	-15	6
C/C(=N\N1CCCCCC1)c1c(O)n(-c2ccccc2C)c(=O)[nH]c1=O	14	9	-2	14	1	-8	13	-4	-5	-38	0
CCOC(=O)C1(c2ccccc2)CCN(CCC(=O)Nc2ccc(OC)cc2)CC1	-3	-3	-5	8	-4	0	3	4	5	-1	-8
C=CC12CN(C)[C@@H]3C4CO[C@H](C[C@H]41)[C@]1(C(=O)Nc4ccccc41)[C@@H]32 (stereo partly drawn)	-14	-2	-1	-17	-9	1	4	0	-4	14	-6
O=C(CSC1c2ccccc2-c2ccccc21)N/N=C/c1ccccc1O	23	14	-3	30	-49	3	37	-5	3	14	5
NS(=O)(=O)c1ccc(-c2ccc(C=C3C(=O)NC(=O)NC3=O)o2)cc1	1	4	25*	-2	-2	-6	-2	9	25	-23	7
CC(C)Cc1nnc(NC(=O)CCC(=O)N2CCN(CCOC(c3ccccc3)c3ccccc3)CC2)s1	23	-1	2	-36	8	1	17	2	4	-45	5
CCCC(C)C1C(C#N)=C(N)Oc2c1c(=O)oc1ccccc21 (stereo not drawn)	11	4	1	-8	14	1	-9	0	-22	-9	-12
O=c1[nH]c(=S)n(C2CC2)c(O)c1/C=N/Nc1cccc2ccccc12	12	10	0	-36	-2	3	19	-8	17	0	6
CCOC(=O)C1(CCOc2ccccc2)CCN(Cc2ccc(C)s2)CC1	7	24	4	7	9	3	21	3	9	23	-3
O=[N+]([O-])c1ccccc1CCl	-10	14	5	5	0	-2	-4	-36	6	-8	-13
S=P(NCCNP(=S)(N1CC1)N1CC1)(N1CC1)N1CC1	-24	-8	4	19	-9	-18	14	18	9	27	3
COC(=O)C1=C(c2ccc(-c3ccccc3)c(F)c2)C[C@@H]2CC[C@H]1N2C(=O)N1CCCC1	48	67*	-1	5	22	-6	12	4	40	19	-2
C=CCN1C(=O)/C(=C/c2ccc3c(c2)CCCN3CCC)C(=O)NC1=S	11	11	0	-47	5	0	19	8	28	-4	-5
O=[N+]([O-])c1ccc(C(c2ccc([N+](=O)[O-])cc2)c2ccc([N+](=O)[O-])cc2)cc1	18	12	-2	-6	24	-8	1	10	25	6	-1
CC12Cc3cn[nH]c3C=C1CCC1C2CCC2(C)C1CCC2(C)O (stereo not drawn)	8	4	-3	14	23	3	-11	-1	9	-12	-2
C[C@@H]1CN([C@@H](C)CO)C(=O)CCCn2nncc2CO[C@H]1CN(C)C(=O)Oc1cccc2ccccc12	21	-5	9	-5	12	-2	-11	10	-22	-7	-1
Oc1ccc2c3c1OC1c4[nH]c5ccccc5c4C[C@@]4(O)C(C2)N(CC2CC2)CC[C@]314 (stereo partly drawn)	3	1	2	5	6	2	-33	11	-3	2	-7
c1ccc(CCN2CCCCC2)nc1	14	3	-2	5	-19	4	-25	4	-20	-11	-4
Cc1nc2ccccn2c1P(=S)(N1CCCCC1)N1CCCCC1	12	14	-2	-6	11	-1	0	4	0	10	8
NCCCCCC(=O)OC1N=C(c2ccccc2Cl)c2cc(Br)ccc2NC1=O (stereo not drawn)	19	4	8	-1	18	0	9	-6	-1	-8	6
COc1ccc(C(O)P(=O)(Oc2ccccc2)Oc2ccccc2)cc1 (stereo not drawn)	-26	-23	0	-6	-11	1	-3	-5	15	6	-10
CC(C)(C)C(=O)N1Cc2cc(-c3ccccc3)ccc2-n2nncc2C1	-17	-1	1	0	27	2	-8	-8	-15	3	/
CN1C(=O)NC(=O)/C(=C/c2ccc([N+](=O)[O-])s2)C1=O	0	4	-12	0	24	29	12	-4	14	3	-5

Other records:
SMILES	TWEAK Fn14 block	COUP-TFII inh	ABHD5-PLIN5 inh	NCOA1 inh	TROY signal inh	Exocytosis inh	SRC3 inh	NOD2 RIPK2 PPI	LRH-1 inv ag	SRC2 inh	TLR9-MyD88 block
CCC12CN3CCN(CC(C3)/C1=N\O)C2	-3	9	-2	10	0	0	-5	1	-5	-45	20
COc1ccc2nc(NC3=NCCN3)sc2c1	3	-47	1	-100	-50	-7	-108	-7	-116	-67	2
COc1ccc(C(c2nnnn2-c2c(C)cccc2C)N2CCC3(CC2)C(=O)NCN3c2ccccc2)cc1 (stereo not drawn)	-46	9	5	9	19	-1	0	8	-2	1	/
Cn1c(O)c(N=Nc2cccc(S(=O)(=O)N3CCOCC3)c2)c(=O)n(C)c1=O	-7	-10	-3	-13	9	-7	13	-7	18	11	2
CC(C)c1ccc(N=Nc2c(O)[nH]c(=O)[nH]c2=O)cc1	-27	-16	-9	-50	-54	2	-30	-5	-30	-6	/
COc1ccc(C2SCC(=O)Nc3c2c(C)nn3C2CCOC(C)(C)C2)cc1 (stereo not drawn)	2	8	-3	-10	8	-3	-12	-12	3	8	1
O=[N+]([O-])c1cccc(CN2CCN(Cc3ccc(Br)cc3)CC2)c1	33	22	0	-5	17	-1	4	-8	35	9	2
Cc1cc(OCC(=O)N2CCC(C(=O)NCC(C)C)CC2)c2c3c(c(=O)oc2c1)CCCC3	12	-9	-7	13	25	36	21	-6	7	-2	-1
COC(=O)C1=C(c2ccc(F)cc2F)C[C@@H]2CC[C@H]1N2C(=O)NC1Cc2ccccc2C1	0	1	-9	-11	-14	-10	-5	1	-5	-9	-3
Cc1c(N=Nc2c(O)n(-c3ccc(Br)cc3)c(=O)[nH]c2=O)c(=O)n(-c2ccccc2)n1C	0	-6	0	5	-12	3	-5	-7	3	4	-6
CC(C)c1ccc(C2NCc3ccccc3-n3cccc32)cc1 (stereo not drawn)	-2	-12	-1	-11	14	39	-17	6	-19	-11	3
C=CCn1c(O)c(C=Nc2ccc(OC)cc2C)c(=O)[nH]c1=O	1	-5	3	-10	-6	-1	10	5	7	1	-1
C[C@H](NC(=O)N1C[C@H]2C[C@@H](C1)c1cccc(=O)n1C2)C(=O)Nc1ccc(F)c(F)c1	1	-4	-4	-12	10	-7	19	6	11	-3	2
CCN(CC)C(=O)c1ccc(NC(=O)COc2ccccc2F)cc1	-3	-15	2	-36	-27	-2	-9	-16	-38	0	1
C=CCn1c(O)c(C(C)=NCCC(c2ccccc2)c2ccccc2)c(=O)[nH]c1=O	19	-11	-4	-1	23	-1	4	1	-11	-6	0
C=CCn1c(O)c(C=NCCCn2ccnc2)c(=O)[nH]c1=O	7	16	-2	0	14	2	11	-2	12	-18	-3
Cc1cccc(C)c1-n1nnnc1C(c1ccnc2ccccc12)N1CCC2(CC1)C(=O)NCN2c1ccccc1 (stereo not drawn)	-12	-5	6	13	12	-4	4	-4	-13	4	/
Cc1ccccc1-n1c(O)c(/C=N/c2nccs2)c(=O)[nH]c1=O	12&0	-1&9	0&-2	-26&-10	8&8	-6&-7	1&19	-6&-11	-21&-8	18&8	13&-4

An excerpt from above, reduced to NOD2 RIPK2 PPI, TWEAK Fn14 block and ABHD5-PLIN5 inh.
Molecule	NOD2 RIPK2 PPI	TWEAK Fn14 block	ABHD5-PLIN5 inh
C=CCn1c(O)c(C=NCCCn2ccnc2)c(=O)[nH]c1=O	-2	7	-2
Cc1ccccc1-n1c(O)c(/C=N/c2nccs2)c(=O)[nH]c1=O	-6&-11	12&0	0&-2

Source: PubChem
